High-throughput results from PubChem.
Runt-CBFb FRET – Runt domain-CBFb interaction inhibition; AID 1496; 0.46% of 220,000 active; Cerulean-Runt/Venus-CBFb FRET ratio 530/480, 1 h; inhibition, % at 20 µM;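 active means inhibition over about 50% at 20 µM in the single-dose screen, limit read from the data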;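 further: 0% = DMSO wells and 100% = excess unlabeled CBFb competitor control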
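Doses: 20 µM compound in 1% DMSO | Material: Cerulean-labeled Runt domain protein | Amount: Each fluorescent fusion protein 100 nM | Schedule: Two 1 h room-temperature incubations shielded from light | Measured by: FRET fluorescence | Evaluation: Loss of energy transfer signal | Controls: Unlabeled CBFb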
Hck Nef HTS – human Hck-Nef kinase inhibition | Recombinant Hck-YEEI plus Nef, Z-Lyte FRET kinase assay | inhibition, % at 20 µM | P08631 | AID 463187 | 0.68% of 220,000 active;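 active means Hck-Nef kinase inhibition above about 50%, limit read from the data; inactive means inhibition below that limit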;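 further: 0% = DMSO with Hck plus Nef and 100% = Hck alone without Nef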
Target sequence (P08631 whole entry, looked up): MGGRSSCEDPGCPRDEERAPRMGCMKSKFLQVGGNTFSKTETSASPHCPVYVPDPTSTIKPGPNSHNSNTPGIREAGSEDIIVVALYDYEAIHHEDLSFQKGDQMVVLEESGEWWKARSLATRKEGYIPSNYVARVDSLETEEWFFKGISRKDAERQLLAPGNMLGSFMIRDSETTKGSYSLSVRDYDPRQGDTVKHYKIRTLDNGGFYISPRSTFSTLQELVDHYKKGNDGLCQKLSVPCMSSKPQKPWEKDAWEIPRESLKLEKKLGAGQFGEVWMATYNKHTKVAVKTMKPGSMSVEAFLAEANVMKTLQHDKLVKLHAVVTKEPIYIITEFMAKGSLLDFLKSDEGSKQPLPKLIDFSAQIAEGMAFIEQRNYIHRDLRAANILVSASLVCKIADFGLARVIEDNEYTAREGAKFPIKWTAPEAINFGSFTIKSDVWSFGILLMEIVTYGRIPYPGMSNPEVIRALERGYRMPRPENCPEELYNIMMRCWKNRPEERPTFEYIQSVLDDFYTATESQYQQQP
NCF1 inh – p47phox (human) inhibition. P14598. p47phox/p22phox peptide binding, fluorescence polarization, 2 h. inhibition, % at 24.7 µM. AID 1274. 0.53% of 220,000 active;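 active means inhibition above about 30%, limit read from the data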;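 further: 0% = p47phox with labelled peptide and 100% = labelled peptide alone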
TbHK1 inh – blocks Trypanosoma brucei hexokinase 1 activity; inhibition, % at 10 µM; 0.11% of 220,000 active; recombinant TbHK1, G6PDH-coupled NADH A340;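 active means inhibition of 50% or more in the single-dose primary screen; inactive means inhibition below 50%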
L929 necroptosis – L929 zVAD cell death inhibition; L929 zVAD necroptosis rescue, ATP luminescence, 24 h; with zVAD 60 µM; viability rescue, % at 10 µM; 0.38% of 220,000 active; AID 1377;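 active means activation, scaled between plate controls, above about 75%, limit read from the data; inactive means activation under that limit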;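 further: 0% = zVAD with DMSO and 100% = DMSO alone without zVAD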
Mdm2 ligase inh – blocks human Mdm2 ubiquitin ligase activity. Q00987. cell-based MDM2 ubiquitination luciferase reporter, 2 h; 0 = plate control, 100 = twice control, blank-subtracted. signal enhancement, % at 5 µM. 0.11% of 210,000 active;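 active means signal enhancement of 30% or more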;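 further: luminescence tracks abundance of the self-degrading MDM2-luciferase fusion protein; higher signal means inhibition of MDM2 E3 ligase activity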
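System: stable MDM2–luciferase fusion reporter cells / Input: 2000 cells seeded into each well / Schedule: 4 h settle plus 2 h compound, 37 °C / Compound: single-point 5 µM / Buffer or medium: cells held in DMEM / Benchmarks: control and blank well means / Evaluation: percent signal gain over controls, blank-subtracted / Measured by: luciferase luminescence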
EBV gp42 inh – EBV gp42 inhibition; Q1HVG2; Fluorescence polarization binding assay, mP read-out; inhibition, % (tested at 21.74 µM); 0.42% of 220,000 active; in the data active means inhibition above about 50%
Target sequence (Q1HVG2 whole entry, looked up): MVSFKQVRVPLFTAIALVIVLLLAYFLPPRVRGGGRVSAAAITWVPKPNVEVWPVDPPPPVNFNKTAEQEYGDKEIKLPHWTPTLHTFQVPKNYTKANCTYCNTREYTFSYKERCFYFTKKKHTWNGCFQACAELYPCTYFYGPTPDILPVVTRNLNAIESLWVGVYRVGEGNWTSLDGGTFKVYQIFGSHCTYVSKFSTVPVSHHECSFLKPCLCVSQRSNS
Runt-SMMHC FRET – Runt domain-CBFb-SMMHC interaction inhibition; Cerulean-Runt/Venus-CBFb-SMMHC FRET ratio 530/480, 1 h; inhibition, % at 20 µM; 0.74% of 220,000 active; AID 1434;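 active means mean inhibition across duplicate retests at 20 µM reaching about 50%, limit read from the data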;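 further: 0% = DMSO wells and 100% = wells with excess untagged CBFb-SMMHC; inhibitors lower the FRET ratio by blocking Runt binding to CBFb-SMMHC; some results filed as inactive read as strong as hits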
14-3-3 Bad inh – disrupts binding of bovine 14-3-3 zeta to phospho-Bad peptide. inhibition, % at 21.7 µM. TR-FRET 14-3-3zeta/Dy647-pBad peptide displacement, 1 h. AID 781. P63103. 0.71% of 220,000 active;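 active means inhibition above about 70%, limit read from the data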;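 further: 0% = full 14-3-3 plus peptide FRET controls and 100% = background without 14-3-3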
Target sequence (P63103 whole entry, looked up): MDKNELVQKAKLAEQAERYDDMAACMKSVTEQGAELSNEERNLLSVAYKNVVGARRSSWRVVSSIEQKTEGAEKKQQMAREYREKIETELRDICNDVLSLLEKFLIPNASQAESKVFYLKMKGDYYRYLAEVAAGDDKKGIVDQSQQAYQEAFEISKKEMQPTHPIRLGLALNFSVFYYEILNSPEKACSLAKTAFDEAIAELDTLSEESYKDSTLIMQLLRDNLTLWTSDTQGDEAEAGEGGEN
* marks the source's active call; other numbers are inactive results; . = not tested or not shown; [ ] = another dose, or the depositor's remark.

Order of values – EBV gp42 inh	Runt-SMMHC FRET	Hck Nef HTS	Runt-CBFb FRET	L929 necroptosis	14-3-3 Bad inh	TbHK1 inh	NCF1 inh	Mdm2 ligase inh
- Cc1ccc(CNC(=O)c2ccccc2NC(=O)CSc2nnnn2C)cc1
→ -4	1	-1	0	0.6	-4	11	0	-2
- CCOC(=O)N1CCN(S(=O)(=O)c2c(C)cc(C)cc2C)CC1
→ 3	1	3	1	-0.3	0	3	-13	-7
- O=C(NCCc1ccccc1)C1CCCN(S(=O)(=O)c2cccc3nsnc23)C1 (centres undefined)
→ 3	-3	0	0	1.6	-3	-10	-2	-14
- O=C(CSc1nnnn1-c1ccccc1)Nc1ccc(Cl)cc1
→ -11	0	0	0	0.3	6[fluorescence artefact?]	-3	-16	-13
- O=C(c1ccccc1)c1ccc(OCCCCN2CCCCC2)cc1
→ -14	-1	-2	-1	0.8	74*	5	-1	-4
- CCCCCOP(=O)(OCCCCC)C1(NS(=O)(=O)c2ccccc2)C=CC(=O)c2ccccc21 (centres undefined)
→ 0	7	-3	0	0.3	4	2	4	-11
- CCCCN(CC)CCNC(=O)c1cc2c(C)nc3ccccc3c2o1
→ -15	0	5	-1	-0.9	10	-1	-5	-8
- Cc1cccc(S(=O)(=O)NCCc2cn3ccccc3n2)c1
→ -21	-5	19	-1	2.1	-4	-1	-7	-7
- CSCC[C@H](NC(=O)C1CCN(S(=O)(=O)c2ccc(C)cc2)CC1)C(=O)NCC1CCCO1 (some centres undefined)
→ 0	-2	3	1	-0.2	-20	-1	2	1
- C=CCNc1nc2c(c(=O)n(C)c(=O)n2C)n1CCCCCC
→ -19	-5	2	-3	-0.1	7	0	-7	-21
- COc1cccc(-n2c(SCC(=O)NC3CCCC3)nnc2-c2ccco2)c1
→ -15	1	8	-2	0.3	-8	4	-2	-4
- O=c1oc2cc(Br)ccc2n1CSC1=NCCS1
→ 0	-2	2	2	50	-7	0	-11	-7
- CCOC(=O)CON1C(=O)C(C)(C)N(OCC(=O)OCC)C(=O)C1(C)C
→ -21	3	1	0	2.2	-11	0	-13	-1
- Cn1c(N/N=C/c2cc3ccccc3nc2Cl)nc2ccccc21
→ 32	0	-3	2	-0.1	-1[fluorescence artefact?]	-9	-38	-57
- O=c1cc(N2CCCC2)c2ccccc2o1
→ -14	-4	28	1	24	-7	-10	-4	1
- CCc1cc(C(N)=O)c(NC(=O)c2ccc(OC)cc2)s1
→ -8	0	22	-1	1.0	5	-6	-35	3
- Cn1cc(C(=O)Nc2cccc(F)c2)cn1
→ -8	0	2	-2	-0.3	-12	-17	-8	2
- CCn1cc(C(=O)NCC2CCCO2)c(=O)c2cc(S(=O)(=O)N3CCC(C)CC3)ccc21 (centres undefined)
→ -7	-1	1	2	0.0	0	-21	5	-15
- CCOc1ccc(NC(=O)CC2C(=O)N(c3ccc(OC)cc3)C(=O)N2Cc2ccc(OC)cc2)cc1 (centres undefined)
→ -2	-2	16	-1	1.0	-9	3	0	2
- COc1ccc(O)c(/C=N/NC(=O)c2ccc(CSc3nc(C)cc(C)n3)cc2)c1
→ 23	-10	24	-6	4.9	15	-8	22	-6
- Cc1ccc(N2C(=O)CCSC23C(=O)Nc2ccccc23)cc1 (centres undefined)
→ -19	-6	-20	-2	0.6	9	0	5	-6
- COC(=O)c1cn(C(=O)c2ccco2)c2ccccc12
→ -23	2	0	-2	0.1	13	-6	-5	-14
- CCC(C)(C#CCN1CCCCC1)OCCC#N (centres undefined)
→ -12	4	-9	-2	.	6[fluorescence artefact?]	2	-12	-6
- CC(=O)N1CCN(Cc2nc3cc(NC(=O)C4CCCCC4)ccc3n2C)CC1
→ -10	0	0	1	-0.1	-3	5	-13	2
- CC1=C(C#N)C(Nc2cccc(C)n2)(C(F)(F)F)C(=O)N1 (centres undefined)
→ -4	-3	1	-2	1.4	10	35	-13	-24
- CCOc1ccc(NC(=S)NC(=O)c2ccco2)cc1
→ -3	-1	30	2	-1.1	-6	-16	-4	.
- COc1ccc(-n2c(-c3ccco3)nc3c(cnn3-c3ccc(C)cc3)c2=O)cc1
→ 3	1	24	-3	5.0	1	-29	-24	-8
- Cc1c(-c2nc(N)nc(Nc3ccccc3)n2)oc2ccccc12
→ -3	20	3	0	0.3	-7	-12	-28	-1
- CC(C)(C)NC(=O)C1CCN(S(=O)(=O)c2ccc(Br)cc2)CC1
→ -13	-1	7	-1	-0.4	0	1	-4	-6
- COc1cc(-c2noc(C)n2)cc(OC)c1OC
→ -9	0	12	-2	0.0	-3	33	-9	-8

Some of the entries so far, as a markdown table.
| SMILES | EBV gp42 inh | Runt-SMMHC FRET | Hck Nef HTS | Runt-CBFb FRET | L929 necroptosis | 14-3-3 Bad inh | TbHK1 inh | NCF1 inh | Mdm2 ligase inh |
| --- | --- | --- | --- | --- | --- | --- | --- | --- | --- |
| COC(=O)c1cn(C(=O)c2ccco2)c2ccccc12 | -23 | 2 | 0 | -2 | 0.1 | 13 | -6 | -5 | -14 |
| CCC(C)(C#CCN1CCCCC1)OCCC#N (centres undefined) | -12 | 4 | -9 | -2 | . | 6[fluorescence artefact?] | 2 | -12 | -6 |
| CC(=O)N1CCN(Cc2nc3cc(NC(=O)C4CCCCC4)ccc3n2C)CC1 | -10 | 0 | 0 | 1 | -0.1 | -3 | 5 | -13 | 2 |
| CC1=C(C#N)C(Nc2cccc(C)n2)(C(F)(F)F)C(=O)N1 (centres undefined) | -4 | -3 | 1 | -2 | 1.4 | 10 | 35 | -13 | -24 |

Continued:
Order of values – EBV gp42 inh	Runt-SMMHC FRET	Hck Nef HTS	Runt-CBFb FRET	L929 necroptosis	14-3-3 Bad inh	TbHK1 inh	NCF1 inh	Mdm2 ligase inh
- CCC(C)(C(=O)NC1CCCCC1)N(CC1CCCO1)C(=O)Cc1cccs1 (centres undefined)
→ 1	3	4	0	-0.1	-21	0	28	0
- NNC(=O)CSc1c(-c2cccs2)[nH]c2ccccc12
→ 3	1	2	1	0.2	-22[fluorescence artefact?]	-17	0	-4
- Nc1nc(NCc2c(F)cccc2Cl)nn1-c1ccccc1
→ -6	1	14	0	1.3	69	0	-4	-60
- O=C(C1CCN(Cc2cn[nH]c2-c2ccc(F)cc2F)CC1)N1CCOCC1
→ -4	2	-5	0	-0.2	-2	1	13	-12
- CCOC(=O)c1[nH]ncc1CN1CCN(Cc2ccccc2)C(CCO)C1 (centres undefined)
→ -10	0	1	-2	-0.5	-15	1	8	-11
- C=CCC(C)(NCc1ccccc1)c1ccccc1 (centres undefined)
→ -1	3	-2	0	-0.3	16	7	-2	-3
- CCOc1ccc(-n2c(N)c(C(=O)N3CCN(C)CC3)sc2=S)cc1
→ -4	3	21	0	2.0	-4	-19	7	16
- Cn1c(=O)c2c(ncn2CC(=O)OCC(=O)NCc2ccc(Cl)cc2)n(C)c1=O
→ -32	-20	4	1	0.0	4	-2	-5	-1
- CCCS(=O)(=O)c1snnc1C
→ -9	3	6	13	0.9	10[fluorescence artefact?]	-3	-7	6
- CCOC(=O)Cn1c(=O)oc2cc(S(=O)(=O)N(C)Cc3ccco3)ccc21
→ -11	3	2	4	0.7	-5	0	-19	-17
- Cc1cc(N=Nc2ccc(C)c(N=Nc3cc(C)c(N)cc3N)c2)c(N)cc1N
→ 14	-11	19	-7	-0.3	7	-13	-14	.
- CC(C)NC(=O)c1ccccc1NC(=O)C(C)Oc1ccccc1 (centres undefined)
→ -6	-4	24	-1	5.4	1	4	3	2
- Cn1nnnc1SCC(=O)Nc1nc2c(s1)CCCC2
→ -19	0	3	0	-0.4	-2[fluorescence artefact?]	-4	3	-15
- COC(=O)c1ccccc1NC(=O)/C=C/c1cc(OC)c(OC)c(OC)c1
→ -10	-8	-1	-2	-0.7	2[fluorescence artefact?]	-30	-7	-24
- O=C(Oc1c(CN2CCOCC2)cc(Cl)c2cccnc12)c1ccccc1Cl
→ 0	-1	-7	2	2.1	-21	-9	-9	-7
- COc1cc(NC(=S)NC(=O)c2ccccc2F)ccc1NC(=O)c1cccs1
→ -4	1	25	1	2.0	-10	0	-2	2
- CCNc1sc(C(=O)c2cccs2)c(N)c1C#N
→ -24	-6	9	0	1.1	-10	6	-9	-7
- CCOC(=O)C1(Cc2ccccc2C(F)(F)F)CCN(C(C)CCn2cccn2)CC1 (centres undefined)
→ -10	.	22	.	-0.9	-10	-6	2	-19
- CCCOC(=O)C(C)n1c(-c2ccccc2)nc2ccccc2c1=O (centres undefined)
→ 5	0	-2	-3	0.6	-1	10	-12	-5
- c1ccc(-c2cn3c(n2)-c2ccccc2C3)cc1
→ -12	-1	0	2	3.0	-2	2	5	-47
- COC(=O)c1ccc(CSc2nnc(CNC(=O)COc3ccc(Cl)cc3)o2)o1
→ -9	2	0	-1	0.6	-5	5	-4	5
- CCOC(=O)Cc1csc(N/N=C\c2cccc(Br)c2)n1
→ -27	-10	1	0	0.9	-2	-11	-8	-8
- O=C(NCc1cccs1)c1cc(-c2cccs2)on1
→ -24	-4	0	1	2.2	7	5	-2	-5
- CCOC(=O)N1CCC(N2Cc3cccc(C(=O)Nc4ccc(F)cc4)c3C2=O)CC1
→ 3	-8	0	-2	-0.2	5	0	-15	-2
- CNc1nc(SC(C)C(=O)Nc2ccc(Cl)c(Cl)c2)nc(N2CCOCC2)n1 (centres undefined)
→ -6	-2	28	1	0.9	-5	-3	-3	-5
- COc1ccc(C2=NN(S(C)(=O)=O)C(c3ccc4nccnc4c3)C2)cc1 (centres undefined)
→ -13	0	2	-1	-0.6	-15	24	-132	-1
- CCc1ccccc1NC(=O)CSc1nc2ccccc2n1CC(=O)N1CCCC1
→ -8	2	9	-4	0.4	-2[fluorescence artefact?]	4	-14	0
- CC(=O)N/C(=C/c1ccccc1)C(=O)NC(Cc1ccccc1)C(=O)O (centres undefined)
→ -3	-1	2	-2	1.0	-4[fluorescence artefact?]	0	-5	-13
- Nc1nc(CSC(=S)N2CCOCC2)nc(Nc2ccccc2)n1
→ -12	-3	1	-3	12	-13[fluorescence artefact?]	33	-9	-1
- COc1ccc(-c2c(-c3ccc(OCC(=O)NN)cc3O)n[nH]c2C)cc1
→ -1	-4	14	0	-0.2	-9	-10	9	-6
- CC(C)n1c(SCC(=O)Nc2ccccc2)nc2c1c(=O)n(C)c(=O)n2C
→ -13	-4	6	-2	0.2	7	0	2	-11
- O=C(Nc1cccc([N+](=O)[O-])c1)c1cnccn1
→ 50	1	-2	-1	1.1	-2	20	-16	-8
- O=C(c1cccc([N+](=O)[O-])c1)N1CCN(c2ccc(Cl)cc2)CC1
→ -3	2	2	-4	0.2	0	-4	-3	-1
- CN(C)/C=N/C(=S)Nc1ccc(Cl)cc1Cl
→ -5	0	11	2	-0.4	-17	-6	2	-3
- CCOC(=O)c1c(N2C(=O)C3C4C=CC(C4)C3C2=O)sc2c1CCC(C)C2 (centres undefined)
→ -8	3	0	-7	0.5	-5	0	1	-12
- O=C(c1ccc(-c2cccc(C(F)(F)F)c2)o1)N1CCOCC1
→ -12	-4	13	-1	1.0	-9	6	-13	-21
- COc1ccc(C)cc1NC(=O)C(OC(=O)c1ccc(Cl)c(S(=O)(=O)N(C)c2ccccc2)c1)c1ccccc1 (centres undefined)
→ -122	-1	0	2	0.5	8	-9	-11	-4
- COc1ccc(S(=O)(=O)NCCC(=O)NCc2ccc(F)cc2)cc1
→ -12	4	2	0	0.0	-9[fluorescence artefact?]	44	0	-13
- Cc1ccc2cc(CCNC(=O)Cc3cccs3)c(=O)[nH]c2c1
→ -17	3	-8	-1	.	-11	-16	-8	.
- Cc1cccn2cc(-c3ccc(Cl)cc3)nc12
→ 15	-2	4	-3	-1.2	2	-8	2	-33
